# Screens as filed in PubChem.
# Tat export inh – blocks Tat-dependent protein export in E. coli; E. coli MC4100 TorA-mCherry Tat export, fluorescence; inhibition, % at 10 µM; hit rate 0.036% among 340,000; AID 488895;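 active = mean replicate inhibition at least 50% and at least half of replicates individually reaching 50%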;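 also: exported cargo escapes ClpAP degradation while cytoplasmic cargo is degraded and loses fluorescence; 0% = median of neutral control wells and 100% = median of NaSCN control wells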
# phage Ecoli inh – E. coli growth loss with phage present; inhibition, % at 11.9 µM; hit rate 0.26% among 360,000; growth absorbance; in the data active = inhibition above about 11%
# DAGLB inh – blocks human DAGLB lipase activity. inhibition, % at 5.17 µM. AID 504411. Q8NCG7. hit rate 0.059% among 340,000. HEK293T DAGLB membrane lysate, EnzChek fluorogenic substrate; in the data active = inhibition above about 34%;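 also: 0% = enzyme with vehicle and 100% = wells lacking enzyme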
# Target sequence (Q8NCG7 whole entry, looked up): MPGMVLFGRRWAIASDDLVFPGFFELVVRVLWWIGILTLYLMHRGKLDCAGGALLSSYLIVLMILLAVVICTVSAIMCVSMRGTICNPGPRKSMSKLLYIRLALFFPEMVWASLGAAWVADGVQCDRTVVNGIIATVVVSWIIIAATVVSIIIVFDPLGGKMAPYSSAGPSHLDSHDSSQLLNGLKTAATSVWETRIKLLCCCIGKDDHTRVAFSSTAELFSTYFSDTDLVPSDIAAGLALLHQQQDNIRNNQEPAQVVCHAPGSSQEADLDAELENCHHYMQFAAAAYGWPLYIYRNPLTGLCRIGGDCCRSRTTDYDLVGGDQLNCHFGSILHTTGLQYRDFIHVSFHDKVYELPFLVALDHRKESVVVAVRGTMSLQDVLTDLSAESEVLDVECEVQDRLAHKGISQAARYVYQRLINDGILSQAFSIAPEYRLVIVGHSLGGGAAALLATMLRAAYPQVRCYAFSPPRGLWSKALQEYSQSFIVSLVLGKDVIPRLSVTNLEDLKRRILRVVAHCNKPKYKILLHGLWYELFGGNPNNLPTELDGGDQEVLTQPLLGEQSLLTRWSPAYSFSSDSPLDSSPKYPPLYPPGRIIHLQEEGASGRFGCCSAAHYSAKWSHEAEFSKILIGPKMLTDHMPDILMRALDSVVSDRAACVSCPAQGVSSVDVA
# PKA-R1A act – PKA-R1A complex activation | PKA-R1A dissociation, Cy5-IP20 fluorescence polarization; scaled: DMSO 0%, 113 µM cGMP 100% | activation, % at 11.4 µM | hit rate 0.083% among 340,000 | AID 504707;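 active = percent activation above the mean of all tested compounds plus 3 SD, cut at about 19% in these data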;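 also: higher means more PKAc released from R1A so a rise in polarization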
# HTR5A ag – HTR5A agonism, opioid heterodimer counter-screen; AID 504692; hit rate 0.61% among 340,000; activation, % at 9.3 µM; P47898; HTR5A agonist assay, luminescence, cell-based; in the data active = activation mostly above about 9.5%, no sharp cut-off; inactive = mostly below about 7.6%;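 also: 0% = cells with vehicle only and 100% = reference agonist; strong numbers were not always called active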
# Target sequence (P47898 whole entry, looked up): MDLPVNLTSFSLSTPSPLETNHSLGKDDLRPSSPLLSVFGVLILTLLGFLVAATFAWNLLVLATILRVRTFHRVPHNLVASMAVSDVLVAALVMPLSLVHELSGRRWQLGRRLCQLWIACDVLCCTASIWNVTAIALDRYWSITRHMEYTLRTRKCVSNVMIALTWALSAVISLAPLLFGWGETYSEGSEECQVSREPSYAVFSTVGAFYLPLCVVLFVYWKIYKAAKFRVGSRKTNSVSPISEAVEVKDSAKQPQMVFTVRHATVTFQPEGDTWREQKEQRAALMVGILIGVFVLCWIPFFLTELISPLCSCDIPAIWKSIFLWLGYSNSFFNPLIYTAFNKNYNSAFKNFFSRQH
# PKA-R2B act – activators of human PKA-R2B complex. P22694+P31323. PKA-R2B holoenzyme dissociation, Cy5-IP20 fluorescence polarization; R2B truncated from residue 108, S112A mutant; 0% DMSO only, 100% 113 µM cGMP. activation, % at 11.4 µM. hit rate 0.079% among 340,000. AID 504700;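 active = activation above a cutoff set at the mean over all compounds plus 3 SD, cut at about 18% in these data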;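 also: higher means more holoenzyme dissociation and a rise in polarization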
# SUMO Mot1 rescue – SUMOylation pathway inhibition by Mot1-301 growth rescue. S. cerevisiae Mot1-301 growth rescue, ATP luminescence, 38.5C; percent above DMSO median, 100 means doubled. growth rescue, % at 18.8 µM. hit rate 1% among 320,000. AID 2716;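 active = every valid replicate shows activation above 250% relative to neutral control wells; inactive = the rest, any valid replicate at or below 250%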;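 also: OY570 slx delta 5 strain wells were the positive control but not used for scaling; some compounds called inactive have numbers as strong as hits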
# E coli growth – counter-screen for AddAB inhibitors: E. coli growth inhibition; AID 449728; E. coli V3065 growth, OD600 absorbance, 18 h; inhibition, % at 11.9 µM; hit rate 0.27% among 330,000;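 active = inhibition above the campaign's mean inhibition across all tested compounds plus 3 SD, cut at about 9.9% in these data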;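 also: uninfected addAB+ strain grown without phage in ampicillin broth; 0% = DMSO wells and 100% = ciprofloxacin 0.95 µg/ml wells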
# CDK5 inh – CDK5/p35 (human) kinase inhibition | Q00535+Q15078 | Recombinant CDK5/p35, ADP-Glo luminescence, 60 min | inhibition, % at 10 µM | hit rate 0.01% among 330,000 | AID 488839;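 active = highest replicate inhibition of at least 50% and at least 75% of replicates reaching 50%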;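 also: plate controls were DMSO neutral control for no effect and GW8510 at 10 µM for full effect; many of its hits are not listed in these tables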
# HTR5A inv ctr – inverse agonist of human HTR5A in OPRM1-OPRD1 counter-screen. P47898. HTR5A cell line, luminescence, inverse agonism. inhibition, % at 9.3 µM. hit rate 0.083% among 340,000; in the data active = inhibition mostly above about 23%, no sharp cut-off; inactive = mostly below about 18%;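 also: 0% = cells with DMSO and 100% = no-cell wells with DMSO; some compounds called inactive have numbers as strong as hits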
# AddAB inh – less growth of phage-infected E. coli with AddAB | hit rate 0.29% among 330,000 | E. coli expressing H. pylori AddAB, absorbance growth | inhibition, % at 11.9 µM; in the data active = inhibition above about 12%;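 also: 0% = vehicle wells of infected cells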
# Active calls of the source: *; nt = no result given.
SMILES,Tat export inh,phage Ecoli inh,DAGLB inh,PKA-R1A act,HTR5A ag,PKA-R2B act,SUMO Mot1 rescue,E coli growth,CDK5 inh,HTR5A inv ctr,AddAB inh
Cc1cc(NC(=O)COC(=O)c2ccc(OC(F)(F)F)cc2)no1,-3,1.5,-7,1,-4,-10,-17,0.2,-0.4,-13,-1.7
CCOc1cc(S(=O)(=O)NCc2ccc3c(c2)OCO3)ccc1F,5,2.5,-1,-3,0,-4,9,2.7,-1.0,19,1.9
Cc1ccc(C(=O)NC=C(Cl)Cl)cc1,-1,3.4,-1,-1,1,1,69,1.4,0.2,-12,1.9
CC(=O)c1ccc(OCC(O)Cn2nnc3ccccc32)cc1 (stereo unspecified),-10,1.4,-1,-14,5,-10,15,0.9,8.9,-24,-0.1
COc1ccc(C2=CC(c3cc(OC)c(OC)c(OC)c3)NC(=S)N2)cc1 (stereo unspecified),4,2.8,-2,-7,5,-1,4,-2.6,-0.7,-8,0.0
COc1ccc(NS(=O)(=O)c2cc(NC(=O)[C@H](C)NC(N)=O)ccc2N2CCCC2)cc1,11,1.1,2,-4,2,-17,-28,0.7,0.2,-4,2.4
CC(C)CNS(=O)(=O)c1ccc(S(=O)(=O)N2CCN(C3CCCC3)CC2)cc1,11,-1.7,-2,6,5,12,54,-1.3,0.5,-22,-0.1
CN1C(=O)c2ccc(C(=O)Nc3nccs3)cc2C1=O,-3,1.2,1,1,8,-1,7,-3.0,-0.6,19,4.5
CC(=O)c1ccc(S(=O)(=O)N(C)CC(=O)N2CCCCCC2)cc1,-3,0.6,0,-5,-1,-8,-20,-1.3,-0.2,4,0.2
Cc1ccc(Nc2nc(N3CCOCC3)nc(N3CCOCC3)n2)cc1Cl,4,1.1,0,5,-2,3,-8,-0.3,0.5,7,4.5
COc1ccc(S(=O)(=O)Nc2ccc(Cl)cn2)c(C)c1C,-2,2.7,3,-7,2,2,602,0.8,1.3,10,2.3
CC(=O)C12OC1CC1C3CCC4=CC(=O)CCC4(C)C3CCC12C (stereo unspecified),4,3.2,-3,6,-2,0,0,0.5,1.2,6,0.8
O=C1Cc2ccccc2C(c2c(Cl)cccc2Cl)N1 (stereo unspecified),-5,0.6,-1,7,-1,10,-8,0.4,-1.0,14,0.0
CC(C)=NOCC(=O)Nn1c(COc2c(C)cccc2C)nc2ccccc2c1=O,-3,0.9,1,-2,-5,-9,-4,0.2,0.3,12,3.6
Cc1ccc(C)c(N2CCN(C(=O)c3ccc(NS(=O)(=O)c4c(C)noc4C)cc3)CC2)c1,7,2.2,2,-12,3,-5,-2,1.2,0.8,-15,-1.1
COc1ccc(S(=O)(=O)Nc2ccc(S(=O)(=O)N(C)C)cc2)cc1[N+](=O)[O-],-6,2.5,1,13,-1,-4,13,-2.6,-1.8,2,-1.1
Cc1ccc(C(=O)O)cc1NC(=O)CSc1nnc(-c2ccccc2F)n1C1CCCCC1,-8,-0.7,1,2,-3,1,-22,-2.0,0.9,-1,0.2
CN1C(C(=O)NCc2ccco2)CC2Cn3c(nc4ccccc43)C21 (stereo unspecified),-5,1.7,-2,-1,0,-10,-9,-2.4,1.5,1,4.0
CCOC(=O)C1CCN(c2nc(C)nc3c2oc2ccccc23)CC1,2,1.3,-5,10,-7,3,-6,1.1,0.2,18,-1.6
CCCNS(=O)(=O)c1ccc(CCC(=O)NCc2cccnc2)cc1,-6,2.6,-2,-9,9,-2,-7,-1.1,-0.8,-16,2.6
O=Cc1c(NCc2ccccc2F)c2ccccc2[nH]c1=O,-2,3.6,0,10,1,3,-9,-0.5,-0.5,-5,3.6
Cc1ccc2c(c1)nnn2C1CCN(CC(=O)N2c3ccccc3CC2C)CC1 (stereo unspecified),-2,-0.3,1,6,8,4,60,-1.1,0.4,-42,0.3
O=C1Nc2ccccc2C12OCCCCO2,0,1.1,0,-2,6,3,-14,-0.5,0.7,3,2.2
C#CCOCCOCCOCCNc1nc(N2CCOCC2)nc(N2CCN(C(=O)CCCCCCCCCCNC(=O)[C@H](CO)n3cc(CCCSC)nn3)CC2)n1,11,1.8,-2,9,2,16,126,-3.8,0.0,-5,2.5
CC(C)NCC(O)COCCOc1ccc(Br)cc1 (stereo unspecified),-15,2.4,0,-2,6,-2,140,1.6,-0.2,1,3.9
COc1cc(C2OC(=O)C3C(c4ccc(OC(C)=O)c(OC)c4)OC(=O)C23)ccc1OC(C)=O (stereo unspecified),-3,2.7,1,-9,9,-4,10,-2.0,0.8,-7,-1.5
c1ccc(-c2ccc(-c3csnn3)cc2)cc1,-8,2.8,-14,1,3,-9,-4,-0.9,0.2,-34,2.5
CN(c1ccc([N+](=O)[O-])cc1C(=O)Nc1ccccc1)C1CCCCC1,22,nt,-4,-5,1,0,-18,2.2,-0.8,-28,0.7
CC(=O)Nc1ccc(C(=O)NNS(=O)(=O)c2ccc(C)cc2)cc1,1,4.9,nt,nt,nt,nt,347,2.0,-0.1,nt,6.1
COC(=O)c1cc(-c2c[nH]c3ccccc23)n[nH]1,-12,2.7,-1,-6,30*,-16,2,1.1,0.6,-160,3.5
CCOc1cc(C(=O)Nc2cc3c(cc2N2CCCC2)n(C)c(=O)n3C)cc(OCC)c1OCC,1,0.6,1,6,0,0,145,2.9,8.3,-11,4.5
Cc1c(C(=O)Nc2ccc(Cl)cc2)c2ccccn2c1CCc1ccncc1,6,6.0,3,-1,2,4,-1,-0.9,-0.7,-6,1.9
O=C(O)CCc1ccc(-c2ccc(Br)cc2)n1CC(=O)O,-7,0.2,4,1,5,4,51,-0.4,-10,13,1.6
CN(C)C(=O)c1ccc(NC(=O)c2ccccc2Sc2ccccc2C#N)cc1,-3,4.1,1,-16,10,0,303,1.7,-7.2,-28,3.4
CCC(C(=O)N1CCN(c2ccccn2)CC1)n1nc(C)n2c(cc3occc32)c1=O (stereo unspecified),8,1.4,-1,-3,3,-11,14,-0.8,2.5,-9,2.5
CCOC(=O)N1CCN(C(=O)C(CC)n2nc(C)c3sc4ccccc4c3c2=O)CC1 (stereo unspecified),4,0.7,1,7,5,2,99,1.7,1.2,-18,2.4
O=C(Nc1ccccc1C(=O)Nc1ccncc1)c1cccc([N+](=O)[O-])c1,-1,4.7,-1,7,-3,-7,-28,0.2,0.6,7,-2.0
CCn1cnc2c1c(=O)n(Cc1csc(-c3ccccc3)n1)c(=O)n2Cc1ccccc1,-3,-1.1,-1,-8,-1,-9,nt,1.2,-1.4,2,1.4
CC1CCN(S(=O)(=O)c2ccc3[nH]cc(C(=O)NCCN4CCOCC4)c(=O)c3c2)CC1,3,-1.5,3,2,-1,2,6,-1.2,0.2,-12,3.7
COc1cc(C(=O)Nc2cc3c4c(c2)CC(=O)N4CCC3)cc(OC)c1OC,4,1.2,0,0,6,-5,-7,2.1,0.2,16,1.8
CCN(Cc1nc2cc(Cl)ccc2c(=O)[nH]1)C(=O)c1cccc(OCc2c(C)noc2C)c1,-7,0.4,3,1,3,-2,152,-0.3,-0.5,-7,-1.7
CCOC(=O)CCNC(=O)CNC(=O)OCc1ccccc1,-3,0.1,0,-7,-1,-1,16,-0.5,0.4,1,2.5
CC(=O)c1ccc(S(=O)(=O)NCCCC(=O)N(C)Cc2ccc3c(c2)OCO3)cc1,-6,2.9,-1,0,2,-5,-5,-0.7,-0.2,-7,0.9
O=C(NC(=S)Nc1ccc2c(c1)OCCO2)c1cccc(Br)c1,2,2.0,-19,-4,-4,-1,213,0.6,1.5,15,2.2
CCOc1ccc(N(CC(=O)NCCc2ccccc2)C(=O)CCC(=O)Nc2cc(C)ccn2)cc1,-1,1.3,1,-15,-7,-4,7,-4.3,1.9,-4,1.3
O=C(c1cc(COc2ccccc2)on1)N1CCCC(OCc2cccnc2)C1 (stereo unspecified),7,0.4,-1,-12,5,-5,11,1.1,-1.1,-13,4.8
O=[N+]([O-])c1ccc(Cl)c(S(=O)(=O)Nc2ccc(-c3ccc(N4CCCC4)nn3)cc2)c1,5,-1.9,7,-8,-2,-16,0,0.7,-1.1,5,7.4
O=C(Cc1ncc(C(F)(F)F)cc1Cl)Nc1ccc(F)cc1,-3,2.6,-4,-6,5,6,-10,0.8,2.0,-12,2.4
CC1(C)Cc2cccc(OCC(O)CNCc3ccccn3)c2O1 (stereo unspecified),-8,0.5,1,-1,-1,2,1,-0.5,-0.4,-8,-2.8
O=C(Nc1ccccc1C(=O)O)c1cc(S(=O)(=O)N2CCOCC2)c(Br)s1,9,2.4,3,4,5,-4,-9,2.4,-1.8,-18,-2.1
N#CCSc1nc2ccc(N3CCOCC3)cc2c(=O)n1CCc1ccccc1,-1,1.4,1,1,-1,-1,-3,-1.7,0.0,2,-0.5
COc1ccc(/C(C)=N/N2C(C)CCCC2C)c(OC)c1 (stereo unspecified),5,1.7,-6,4,-1,-2,-3,-2.7,0.7,5,-2.2
COCCN(C(=O)COC(=O)c1ccc(C)s1)c1c(N)n(Cc2ccccc2)c(=O)[nH]c1=O,-6,1.3,7,1,1,-8,-11,-0.3,0.8,-4,0.9
CC(C)(C)C(=O)NC1(C(F)(F)F)C(=O)Nc2c1c(=O)[nH]c(=O)n2Cc1ccco1 (stereo unspecified),1,1.9,4,-4,3,2,231,-0.3,-2.9,-12,1.3
COc1ccc(NC(C)=O)cc1NC(=O)c1ccc(Cl)cc1,-3,4.0,2,-5,-2,-6,4,2.5,-0.4,6,4.4
O=C(CCCOc1ccccc1)NN1C(=O)NC2(CCCCC2)C1=O,0,5.4,1,-10,0,-11,14,2.8,-0.2,1,0.3
CCCc1nnc(SCC(=O)N2C(C)CCCC2C)n1CC (stereo unspecified),-10,3.7,0,-2,-1,-3,-10,-0.2,-1.0,35,5.0
O=C(COC(=O)C12CC3CC(CC(Cl)(C3)C1)C2)Nc1ccc2[nH]c(=O)[nH]c2c1,4,0.1,3,2,6,-4,105,1.6,1.0,-16,-0.7
Nc1ccccc1Sc1ccc(C(F)(F)F)cc1[N+](=O)[O-],2,-0.2,-2,-11,2,-5,33,2.1,-2.9,-4,0.7
COc1cc(C2Nc3ccccc3C(=O)N2c2ccccc2OC)ccc1O (stereo unspecified),-10,0.1,0,4,0,-9,231,-0.8,0.6,-6,2.3
CC(C)CC1(C)NC(=O)N(CC(=O)Nc2ccc(F)c(F)c2F)C1=O (stereo unspecified),-1,0.1,1,-4,4,8,-9,-3.4,0.1,-16,-0.2
CC(C)Oc1ccc(CCNC(=O)C2CCC(=O)N(Cc3cccc(F)c3)C2)cc1 (stereo unspecified),-9,-0.9,0,-2,4,-5,474,-0.6,-5.3,-9,0.3
